# STEP inh – STEP phosphatase inhibitors, primary screen, biochemical, fluorescence intensity, uHTS. Tyrosine-protein phosphatase non-receptor type 5 (Homo sapiens), P54829. recombinant STEP, OMFP fluorogenic substrate. inhibition, % at 20 µM. 360,000 tested, 0.25% active;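 active = inhibition at 20 µM, scaled per plate between control wells, above about 37%, limit read from the data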;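 also: 0% = DMSO with enzyme and substrate and 100% = substrate only without enzyme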
#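 Assay system: isolated STEP enzyme. Buffer or medium: pH 6.0 Bis-Tris with DTT and Tween 20. Also added: fluorogenic phosphatase substrate OMFP at 25 µM final. Dosing: 20 µM, 1% DMSO. Timing: 20 min reaction, room temperature, in the dark. Measured by: fluorescence intensity, excitation 480 nm, emission 540 nm. Evaluation: normalized % inhibition.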
# Scp1 inh – Scp-1 phosphatase inhibitors, primary screen, biochemical, colorimetric, uHTS; 340,000 tested, 0.88% active; Carboxy-terminal domain RNA polymerase II polypeptide A small phosphatase 1 (Homo …; AID 493091, 2011; Recombinant Scp1, phosphopeptide, malachite green phosphate absorbance; inhibition, % at 20 µM;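 active = inhibition above about 50% at 20 µM, limit read from the data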;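 also: plate controls were DMSO wells with enzyme for no effect and wells lacking enzyme for full effect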
#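 Test system: SCP-1 catalytic domain; Buffer or medium: Acidic Tris acetate buffer with magnesium and detergent; Also added: Phosphorylated 17-residue peptide substrate; Compound: single 20 µM dose, 1% DMSO; Schedule: enzyme reaction 45 min at room temperature, colour 5 min, stabilisation 30 min; Signal: Phosphate-binding colour reagent, absorbance read at 630 nm.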
# E coli Lon inh – inhibitors of E. coli Lon protease, primary screen, biochemical, fluorescence polarization; P0A9M0; purified E. coli Lon protease; inhibition, % at 7.94 µM; AID 602123, 2011; 360,000 tested, 0.42% active; in the data active = inhibition above about 13%, passing the limit was not always enough;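 also: 0% = enzyme with probe and DMSO and 100% = no enzyme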
# SUMO1 PPI mod – modulators of SUMO1 protein-protein interactions, primary screen, biochemical, uHTS; Small ubiquitin-related modifier 1 (Homo sapiens), P63165; SUMO1 binding to a labelled peptide, TR-FRET, 1 h; inhibition, % at 20 µM; 360,000 tested, 0.33% active; in the data active = inhibition above about 37%
# TbMetRS inhib – T. brucei MetRS inhibitors, primary screen, biochemical, luminescence; purified T. brucei MetRS, ATP depletion, Kinase-Glo luminescence; inhibition, % at 11.9 µM; 360,000 tested, 0.4% active; AID 624268, 2012;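 active = inhibition above a per-plate cutoff of the control wells' mean inhibition plus 3 SD, cut at about 5.5% in these data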;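 also: 0% = DMSO wells median and 100% = median of wells with control inhibitor compound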
#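 System: purified T. brucei MetRS enzyme / Detection: Kinase-Glo luciferase luminescence reporting remaining unconsumed ATP / Medium: HEPES buffer with MgCl2, KCl, DTT, spermine, BSA, pyrophosphatase / Replication: singlicate, one well per compound / Evaluation: percent inhibition relative to median high and low control wells / Schedule: 2 h aminoacylation at 25 °C after 15 min preincubation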
# bovine MsrA act – bovine MsrA enzyme activators, primary screen, biochemical, absorbance, HTS; purified bovine MsrA, absorbance read-out; AID 602163, 2012; activation, % at 10.6 µM; Methionine sulfoxide reductase A (Bos taurus); 360,000 tested, 0.3% active; in the data active = activation above about 7.5%;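 also: 0% = vehicle and 100% = reference activator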
# LMPTP inh – LMPTP phosphatase inhibitors, primary screen, biochemical, fluorescence intensity, uHTS; Low molecular weight phosphotyrosine protein phosphatase (Homo sapiens), P24666; recombinant LMPTP-A, OMFP fluorogenic substrate; inhibition, % at 20 µM; 360,000 tested, 0.22% active;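 active = compounds that cut the enzyme signal by at least half of the control window in the single-dose screen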;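 also: plate controls were DMSO wells with enzyme plus substrate for no effect and substrate without enzyme for full effect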
#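 Test system – LMPTP-A enzyme · Amount – LMPTP-A at 0.625 nM final in the reaction · Buffer or medium – Bis-Tris pH 6.0, DTT, detergent · Reagent – OMFP 400 µM · Doses – single 20 µM dose · Schedule – reaction 50 min, room temperature, dark · Detection – fluorescence intensity of OMFP turnover product · Evaluation – percent inhibition versus substrate-only and uninhibited controls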
# MsrA inh – bovine MsrA enzyme inhibitors, primary screen, biochemical, absorbance, HTS. Methionine sulfoxide reductase A (Bos taurus). purified bovine MsrA, absorbance read-out. inhibition, % at 15.5 µM. 360,000 tested, 0.75% active. AID 651718, 2012; in the data active = inhibition above about 4.5%;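 also: 0% = vehicle wells with enzyme and 100% = reference inhibitor wells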
# DNMT1 inh – human DNMT1 methyltransferase inhibitors, primary screen, biochemical, molecular beacon, fluorescence, HinP1I cleavage, uHTS. AID 588458, 2011. DNA (cytosine-5)-methyltransferase 1 (Homo sapiens), P26358. 360,000 tested, 0.83% active. inhibition (reported as % activation of signal), % at 10 µM; in the data active = inhibition above about 50%
# Target sequence (P26358 504-1616 limits assumed): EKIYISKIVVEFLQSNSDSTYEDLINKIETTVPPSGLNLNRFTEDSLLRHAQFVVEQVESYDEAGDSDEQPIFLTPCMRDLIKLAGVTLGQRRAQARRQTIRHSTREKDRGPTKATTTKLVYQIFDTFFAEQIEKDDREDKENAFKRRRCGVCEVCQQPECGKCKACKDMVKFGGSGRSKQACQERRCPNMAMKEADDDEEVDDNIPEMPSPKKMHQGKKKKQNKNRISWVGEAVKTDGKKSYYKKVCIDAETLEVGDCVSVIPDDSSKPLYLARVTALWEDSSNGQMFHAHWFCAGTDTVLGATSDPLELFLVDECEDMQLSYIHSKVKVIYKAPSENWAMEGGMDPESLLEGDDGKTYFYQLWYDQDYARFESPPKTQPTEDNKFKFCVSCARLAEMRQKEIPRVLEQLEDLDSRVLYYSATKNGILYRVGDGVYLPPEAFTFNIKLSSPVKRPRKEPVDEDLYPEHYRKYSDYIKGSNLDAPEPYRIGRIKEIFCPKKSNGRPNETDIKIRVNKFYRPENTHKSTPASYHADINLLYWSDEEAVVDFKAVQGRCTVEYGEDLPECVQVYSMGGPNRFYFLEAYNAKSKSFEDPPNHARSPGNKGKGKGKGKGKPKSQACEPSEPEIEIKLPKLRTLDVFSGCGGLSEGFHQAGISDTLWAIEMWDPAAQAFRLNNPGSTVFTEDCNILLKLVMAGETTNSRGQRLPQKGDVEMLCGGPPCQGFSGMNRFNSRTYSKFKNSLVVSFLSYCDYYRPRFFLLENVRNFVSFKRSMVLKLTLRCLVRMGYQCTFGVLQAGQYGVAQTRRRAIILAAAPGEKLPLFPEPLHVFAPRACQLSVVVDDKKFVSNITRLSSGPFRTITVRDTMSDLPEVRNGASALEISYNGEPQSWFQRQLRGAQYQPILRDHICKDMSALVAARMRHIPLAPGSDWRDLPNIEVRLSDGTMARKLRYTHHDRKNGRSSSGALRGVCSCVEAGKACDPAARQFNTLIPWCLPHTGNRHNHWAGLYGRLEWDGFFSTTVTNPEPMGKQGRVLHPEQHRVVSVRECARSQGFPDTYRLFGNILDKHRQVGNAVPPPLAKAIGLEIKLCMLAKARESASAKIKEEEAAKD
# CendR NRP1 mod – modulators of CendR peptide binding to NRP-1, primary screen, biochemical, fluorescence polarization, uHTS | Neuropilin-1 (Homo sapiens), O14786 | FAM-RPARPAR peptide binding to NRP-1 | inhibition, % at 25 µM | 360,000 tested, 0.85% active | AID 602438, 2012;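 active = inhibition or corrected inhibition above about 18%, plus a signal ratio from 0.5 to 1.5, limit read from the data, passing the limit was not always enough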; also: strong numbers were not always called active
# * marks the source's active call; other numbers are inactive results; · = no result given; + = active, no number.
# Results follow in this order: STEP inh	Scp1 inh	E coli Lon inh	SUMO1 PPI mod	TbMetRS inhib	bovine MsrA act	LMPTP inh	MsrA inh	DNMT1 inh	CendR NRP1 mod
> Cc1cc(Cl)c(S(=O)(=O)Nc2ccc(S(=O)(=O)N3CCOCC3)cc2)cc1OCC(N)=O
  -1	-3	9	0	-0.5	-2	0.3	-0.5	-1	6
> COc1ccc(/C=C2\COc3ccccc3C2=O)c(OC)c1
  -2	-12	5	-20	0.0	-1	3.7	-0.7	-1	5
> CN(CCc1ccccn1)C(=O)c1ccc(OC(F)(F)F)cc1
  -5	1	2	-3	-0.8	1	0.6	0.9	0	-1
> COc1ccccc1Nc1ncc(C(C)=O)c(C)n1
  -9	-15	-5	1	-0.4	0	-0.8	1.4	1	4
> NC(=O)c1nsc(C(=O)N(c2cccc(F)c2)C(C(=O)NCc2ccccc2)c2ccc(O)cc2)c1N (stereo unspecified)
  1	1	-1	-13	0.1	-1	2.4	-0.8	2	0
> CCN1CCN(CCCNC(=O)c2ccc(NC(=O)C3=C(C)OCCS3)cc2)CC1
  1	-6	8	3	-0.7	-5	-4.4	0.7	3	17
> O=C(NCc1ccccc1)C1=C[C@@H](C2CCCCC2)C[C@@H](OCc2ccc(CO)cc2)O1
  2	5	12	8	-0.2	-10	4.3	0.3	-11	-4
> CCOC(=O)CC(NC(=O)CCc1c(C)nc2ncnn2c1C)c1ccc(OC(C)C)cc1 (stereo unspecified)
  -2	-7	-3	3	-0.3	-3	-1.9	0.9	3	10
> Cc1c(NS(=O)(=O)c2cccs2)cccc1-c1nc2cccnc2s1
  -3	-3	4	0	1.2	-2	1.2	0.8	-4	-3
> COc1ccccc1NS(=O)(=O)c1ccc(C)c(NC(=O)NC2CCCCC2)c1
  -1	-1	-9	0	-0.8	-8	-0.6	-0.7	3	-10
> O=C(COC(=O)c1ccccc1Oc1ccccc1)NC1CC1
  -4	-2	-7	-1	-0.9	-4	-0.3	0.8	2	7
> Cc1ccc(-c2nc3ncccc3o2)cc1NC(=O)c1cc2ccccc2o1
  -3	15	-7	15	-0.5	-5	-1.8	-0.2	-1	8
> O=Cc1ccc(OC2OCCOC2Oc2ccc(C=O)cc2)cc1 (stereo unspecified)
  -2	10	-2	-1	0.8	-3	-0.7	-1.2	-14	-23
> COc1cccc(Nc2nc(-c3sc(N)nc3C)cs2)c1
  1	0	-22	15	0.7	-3	2.6	1.4	-38	-39
> COc1ccc(Cc2nnc(N/N=C/c3ccc(Br)cc3)[nH]c2=O)cc1OC
  1	-11	-2	0	-0.2	-2	3.4	0.4	-2	-5
> Cc1nnc(SCCn2c(N3CCCCCC3)nc3c2c(=O)[nH]c(=O)n3C)s1
  -1	-8	-1	2	-0.2	-1	-1.1	0.0	0	20
> CC(=O)c1ccccc1OCc1ccc(C(=O)c2ccccc2)cc1
  5	-12	-6	17	-0.3	-2	1.5	0.7	0	7
> CCCCN(C(=O)c1ccc2c(c1)NC(=O)CS2)c1ccccc1
  0	-6	5	-2	-0.3	0	0.6	0.6	3	11
> COc1ccc(CN2C(=O)c3ccccc3C2=O)cc1C(=O)O
  -2	-10	-9	-6	0.2	-1	0.1	0.4	2	4
> CC(C)(Oc1ccc(Cl)cc1)C(=O)OCc1nc2ccsc2c(=O)[nH]1
  0	-8	-14	3	20*	-2	-1.4	-1.1	0	-8

# Results follow in this order: STEP inh	Scp1 inh	E coli Lon inh	SUMO1 PPI mod	TbMetRS inhib	bovine MsrA act	LMPTP inh	MsrA inh	DNMT1 inh	CendR NRP1 mod
> CCN(c1ccccc1)S(=O)(=O)c1ccc(NC(=O)C(C)(C)C)cc1
  0	-8	0	0	-0.6	0	0.9	0.4	-1	2
> CC(C)(C)C(=O)c1cn(CC(=O)NCc2ccc3c(c2)OCO3)c2ccccc12
  -2	-10	5	-2	0.4	-1	-1.0	0.3	-5	0
> CCOC(=O)C1CSC(CC(=O)Nc2ccc(OC(F)(F)F)cc2)C(=O)N1 (stereo unspecified)
  -1	-8	6	-2	-0.5	2	-1.7	-1.1	3	-12
> COc1cccc2c1C(=O)c1c(O)c3c(c(O)c1C2=O)CC(O)(C(C)=O)CC3OC1CC(N(C)C)C(O)C(C)O1 (stereo unspecified)
  -36	2	+	-65	-0.1	-4	6.4	0.7	-253	144
> Cc1noc(C)c1C(=O)Nc1nc(-c2cc(F)ccc2F)cs1
  1	-5	0	-18	-0.4	-5	0.2	-0.8	0	-1
> COc1ccc(C)cc1NC(=O)C1C2C=CC(C2)C1C(=O)O (stereo unspecified)
  2	0	-4	-2	-0.9	-9	-1.5	-1.3	6	-2
> CCC(C(=O)N1CCOCC1)n1nc(C)c2sc3ccccc3c2c1=O (stereo unspecified)
  -3	6	-1	1	-0.1	-3	-0.6	0.1	1	-10
> O=C(NC(=S)Nc1ccccc1Cl)c1cncc(C#Cc2ccccc2)c1
  0	-10	5	-2	-0.3	-3	2.4	0.1	-7	6
> COc1ccc(CN(CCN2CCOCC2)C(=O)c2c(F)cccc2F)cc1OC
  0	0	0	4	-1.3	-2	-0.8	0.7	-5	0
> c1ccc(OCCN2CCOCC2)cc1
  3	-11	1	0	-0.1	-5	-1.0	0.5	-1	-2
> Cc1ccccc1NC(=O)COc1nsnc1N1CCOCC1
  -4	-8	7	4	-0.1	-1	-1.4	0.5	-2	3
> O=C(Nc1cccn2nc(COCCO)nc12)C(c1ccccc1)c1ccccc1
  -4	·	-6	3	-0.2	-2	1.6	1.1	-2	1
> Cc1cc(C)c2c(C(C)(C)C)nn(-c3ccccc3)c2n1
  2	-1	2	3	-0.3	-1	1.7	-0.4	3	10
> CCN(CC)c1ccc(C2C3CCCCC3(O)CCN2C(=O)c2cccs2)cc1 (stereo unspecified)
  0	6	-1	1	-1.1	-9	-0.8	-1.6	-3	6
> CCCC1=C(C(=O)OCC)C(c2ccco2)n2ncnc2N1 (stereo unspecified)
  -1	-7	7	1	0.1	-2	0.5	-1.3	2	2
> COc1ccc(-c2[nH]ncc2CN2CCC(OCc3ccccn3)CC2)c(F)c1
  -3	-4	-13	3	-0.9	-8	-0.9	0.2	1	2
> NS(=O)(=O)c1cccc(NC(=O)CN2CCN(S(=O)(=O)c3ccc4c(c3)OCCO4)CC2)c1
  -1	-4	-4	-1	-0.4	-2	1.5	0.2	4	5
> O=C1NC(=O)/C(=C/c2ccc(O)cc2)S1
  0	-1	2	-11	1.3	-6	-2.5	4.9*	5	1
> CCOc1ccccc1CN1CCN(Cc2nc3ccccc3s2)CC1CCO (stereo unspecified)
  0	34	4	3	-1.8	-11	-1.6	-1.0	2	8
> CCCCOCCCNCc1cccn1CCN1CCOCC1
  0	-6	3	8	-0.8	0	-1.3	1.6	3	-16

# Results follow in this order: STEP inh	Scp1 inh	E coli Lon inh	SUMO1 PPI mod	TbMetRS inhib	bovine MsrA act	LMPTP inh	MsrA inh	DNMT1 inh	CendR NRP1 mod
> O=c1cc(CSc2nnc(C3CC3)n2Cc2ccccc2)nc2sccn12
  2	-2	-4	4	0.5	-2	0.5	1.4	-1	7
> CCOC(=O)c1ccc(CNS(=O)(=O)c2c(C)ccc3nsnc23)o1
  0	1	4	-21	-0.3	3	-0.9	1.4	69*	20
> O=C(CSc1ncnc2c1nnn2Cc1ccccc1)NC1CCCC1
  -3	-2	5	-4	-0.4	-3	-1.7	2.4	-2	-1
> N#C/C(=C/c1ccc(Oc2ccc([N+](=O)[O-])cn2)cc1)C(=O)N1CCOCC1
  -1	-7	6	-16	-0.1	-2	0.9	0.1	3	3
> Oc1ccc(Br)cc1/C=N/n1c(C2CCCCC2)n[nH]c1=S
  -2	-16	2	5	-0.8	0	-0.7	-0.1	4	-16
> CC1CCN(Cc2nnnn2CCCC(=O)NCCc2cnn(C)c2)CC1
  0	-11	0	18	-0.7	-3	-1.6	-0.4	1	2
> CCN1CCN(C(=O)c2ccc3c(c2)N(Cc2ccc(F)cc2)C(=O)c2ccccc2S3=O)CC1 (stereo unspecified)
  2	-4	-1	1	0.0	-1	-1.5	-1.0	-2	0
> Cc1ccc(C(=O)CCNc2cccc(Br)c2)o1
  -3	-8	-4	-4	-0.9	-5	-0.6	-0.3	-8	-6
> CN(N)C(=S)NCc1ccccc1
  -2	3	4	-2	-4.7	0	-1.0	0.4	3	8
> Cc1oc2c(CN(C)C)c(O)ccc2c(=O)c1-c1cscn1
  3	-6	0	1	-0.7	-5	-1.5	4.8*	1	-4
> COc1ccc(C(=O)O)cc1S(=O)(=O)N1CCN(Cc2ccc3c(c2)OCO3)CC1
  -4	-4	8	2	-0.1	-3	-0.7	1.3	4	6
> O=C(c1ccccc1)N1CCCCC(S(=O)(=O)c2ccc3ccccc3c2)C1=O (stereo unspecified)
  -1	-15	-3	-4	0.2	-3	1.4	0.8	-3	-6
> Cc1ccccc1NC(=O)Nc1ccccc1C(N)=O
  -1	-4	-6	5	-0.6	-2	-0.4	-1.1	-2	2
> COc1ccccc1C(=O)c1c(C)c(CCC#N)n2ccccc12
  1	-6	5	-14	-0.6	-2	-0.5	2.8	-2	-8
> Cc1cccc(NC(=O)c2cc(S(=O)(=O)N3CCCC3)cn2C)c1
  0	24	-3	4	0.3	-1	-1.3	-0.2	1	0
> CCCSc1nnc2nc3c(nn12)c1ccccc1n3C
  3	7	-2	-14	-0.4	-3	1.4	-0.3	1	3
> O=C(c1cccs1)N1CCN(c2ncccn2)CC1
  -4	-8	-1	-2	-0.1	-3	-1.3	0.3	1	8
> CSC1=NCCN1C(=O)c1ccco1
  1	-4	-8	2	-0.6	3	-0.5	0.9	0	-7

# No enrichment for hits. About 4.3% of those tested had a hit in this group.
